Assay outcomes deposited in PubChem BioAssay by Sanford-Burnham Center for Chemical Genomics.
Hsp70 inhibitors: Hsp70 inhibitors, probe displacement, primary screen, biochemical, fluorescence polarization (AID 583); 140,000 compounds, 0.06% hits; one-dose displacement, % at 20 µM; IC50 in µM for titrated hits; Hsp70 fluorescence polarization probe displacement, mP; higher % means a stronger effect; in the data active = displacement above about 50%;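 also: plate controls were vehicle for no effect and reference ligand for full effect; a part of the inactive calls stands beside numbers as strong as those of hits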
MKP-3 inhibition: MKP-3 phosphatase inhibitors, primary screen, biochemical, rat enzyme, in vitro (AID 425); recombinant MKP-3 phosphatase activity, fluorescence; higher % means a stronger effect; one-dose inhibition, % at 20 µM; IC50 in µM for titrated hits; 110,000 compounds, 0.17% hits; in the data active = inhibition above about 50%;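 also: plate controls were vehicle for no effect and reference inhibitor for full effect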
* hit, by the source's call; & = joins results of further samples. This is a subset; rates above refer to the full screens.

What do the screens show for `CC1(C)Cc2c(sc(NC(=S)NC(=O)c3ccccc3)c2C(=O)O)CO1`?
Hsp70 inhibitors: 2.5%; MKP-3 inhibition: 2%

How did CC(=O)NC(Cc1ccccc1)C(=O)O (stereo not given) do in these assays?
Hsp70 inhibitors: 4.9%; MKP-3 inhibition: -8%

Results for O=C(CCNNC(=O)c1ccncc1)NCc1ccccc1 ?
Hsp70 inhibitors: 15%; MKP-3 inhibition: -10%

How did COc1ccc(/C=C/C(=O)Nc2ccccc2C(=O)O)cc1OC do in these assays?
Hsp70 inhibitors: 8.4%; MKP-3 inhibition: -5%

How did CN1CCN(CCC(=O)N2c3ccccc3Sc3ccc(C(F)(F)F)cc32)CC1 do in these assays?
Hsp70 inhibitors: 2.3%

What do the screens show for `O=C(Nc1cccc(O)c1)c1cccc(NC(=O)c2ccccc2-c2ccccc2C(=O)O)c1`?
Hsp70 inhibitors: 4.5%; MKP-3 inhibition: 2%

What do the screens show for `Cc1cc(-c2ccccc2)nnc1NCCN1CCOCC1`?
Hsp70 inhibitors: 7.1%; MKP-3 inhibition: 7%

How did C1CCC(C(CC2CCCCN2)C2CCCCC2)CC1 (stereo not given) do in these assays?
Hsp70 inhibitors: 1.4%; MKP-3 inhibition: -2%

What do the screens show for `c1ccc(CC2=NCCN2)cc1`?
Hsp70 inhibitors: -3.9%

Results for O=C(Nc1nc2ccc(Cl)cc2s1)c1ccccc1F ?
Hsp70 inhibitors: -0.7%; MKP-3 inhibition: 5%

What do the screens show for `O=C(NCCc1c[nH]c2ccccc12)c1cccnc1`?
MKP-3 inhibition: -6%

Results for CCOc1ccc(C(=O)OCCN(CC)CC)cc1 ?
Hsp70 inhibitors: -3.2%

Results for CC[N+](C)(CC)CCOC(=O)C(O)(c1ccccc1)C1CCCCC1 (stereo not given) ?
Hsp70 inhibitors: -2.2%; MKP-3 inhibition: 0%

What do the screens show for `CC(COc1ccccc1)NC(C)C(O)c1ccc(O)cc1` (stereo not given)?
Hsp70 inhibitors: -0.6%; MKP-3 inhibition: -7%

How did c1ccc(CN(CC2=NCCN2)c2ccccc2)cc1 do in these assays?
Hsp70 inhibitors: -1.0%&-3.8%; MKP-3 inhibition: 1%&-10%

Results for O=C(c1ccc(F)cc1)C1CCN(CCn2c(=O)[nH]c3ccccc3c2=O)CC1 ?
Hsp70 inhibitors: 8.7%; MKP-3 inhibition: -8%
